# Assay outcomes from PubChem.
# FAS TE block: FAS thioesterase domain inhibitors, primary screen, biochemical, fluorescence intensity, uHTS | recombinant FAS-TE, OMFH fluorogenic substrate, fluorescence endpoint | inhibition, % at 15 µM | 0.67% of 360,000 active | Fatty acid synthase (Homo sapiens), P49327;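 active = compounds whose normalised, plate-corrected inhibition of enzyme fluorescence in the single-dose primary screen is 50% or more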;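 also: 0% = DMSO with enzyme and 100% = substrate without enzyme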
# SKN-1 block: suppressors of acrylamide-induced Pgst-4::GFP reporter in worms, primary screen, SKN-1 inhibitor project, whole organism, uHTS, GFP/RFP fluorescence ratio, strain VP596. inhibition, % at 21.8 µM. AID 624304, 2012. 0.49% of 360,000 active. C. elegans VP596 Pgst-4::GFP/RFP ratio, 24 h;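 active = interference check ratio from 0.5 to 1.5 plus GFP to RFP signal ratio inhibition reaching or exceeding a fixed threshold, cut at about 30% in these data, passing the limit was not always enough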; also: some compounds called inactive have numbers as strong as hits
# MT1-MMP act inh: blockers of MT1-MMP proenzyme processing, primary screen, HT1080 RFP-PRO-GFP cells, GFP/RFP fluorescence; Matrix metalloproteinase-14 (Homo sapiens), P50281; GFP/RFP ratio fluorescence, overnight; percent of plate control window, DMSO zero; GFP/RFP ratio change, % at 20 µM; 0.061% of 360,000 active;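 active = GFP/RFP ratio change of at least 30% with cell ATP level not reduced by more than half and red fluorescence within 50% of control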; also: strong numbers were not always called active
#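 Assay system – RFP-PRO-GFP reporter HT1080 cells · Compound dosing – single dose of 20 µM compound, 1% DMSO final · Incubation – overnight compound exposure at 37 °C · Measure – GFP/RFP fluorescence ratio · Benchmarks – DMSO wells and RFP-L50D-GFP cells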
# CSN deneddyl inh: inhibitors of CSN-mediated cullin deneddylation, primary screen, biochemical, fluorescence polarization, uHTS; AID 651999, 2013; COP9 signalosome complex subunit 5 (Homo sapiens), Q92905; inhibition, % at 12.5 µM; 0.38% of 360,000 active; Purified CSN, SCF-Nedd8-OG deneddylation;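 active = pattern-corrected inhibition above about 35%, with an unprinted fluorescence ratio check between 0.5 and 1.5, limit read from the data, passing the limit was not always enough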;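 also: 0% = enzyme with substrate and 100% = substrate without enzyme; some results filed as inactive read as strong as hits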
#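 test system = HEK293T-derived human Csn5 enzyme | amount = 0.24 nM Csn5 enzyme, final concentration | medium = Tris/NaCl/DTT buffer, pH 7.5 | schedule = 90 min reaction at room temperature | signal = FP | evaluation = inhibition of Csn5 cleavage, % | compound dosing = single dose of 12.5 µM compound with 0.25% DMSO | probe or stimulus = 10 nM SCFSkp2-Nedd8OG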
# NadD block: inhibitors of S. aureus NadD, primary screen, biochemical, colorimetric, uHTS. Nicotinate-nucleotide adenylyltransferase NadD (Staphylococcus aureus N315). purified NadD enzyme, colorimetric absorbance read-out. inhibition, % at 20 µM. 0.78% of 360,000 active. AID 602399, 2012; in the data active = inhibition above about 26%; also: some compounds past the cut are filed as inactive
# Rin1-Abl PPI inh: inhibitors of Rin1-Abl protein binding, primary screen, biochemical, TR-FRET. Tyrosine-protein kinase ABL1 (Homo sapiens) + Ras and Rab interactor 1 (Homo sapiens), …. inhibition, % at 7.35 µM. 0.4% of 360,000 active; in the data active = inhibition above about 5%, passing the limit was not always enough
# Neddyl block: inhibitors of cullin neddylation, primary screen, biochemical, TR-FRET, uHTS, NAE and Ubc12; NEDD8-conjugating enzyme Ubc12 (Homo sapiens) + NEDD8-activating enzyme E1 regulatory …; calls only at 25 µM; 0.58% of 360,000 active; AID 651699, 2012; in the data active = inhibition above about 36%
# Target sequence (P61081 whole entry, looked up): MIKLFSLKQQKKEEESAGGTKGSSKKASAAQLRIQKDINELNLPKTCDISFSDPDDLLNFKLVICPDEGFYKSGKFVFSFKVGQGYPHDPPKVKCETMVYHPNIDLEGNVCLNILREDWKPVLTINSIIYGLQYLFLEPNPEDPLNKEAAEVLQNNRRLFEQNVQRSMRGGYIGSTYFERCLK
# Target sequence (Q13564 whole entry, looked up): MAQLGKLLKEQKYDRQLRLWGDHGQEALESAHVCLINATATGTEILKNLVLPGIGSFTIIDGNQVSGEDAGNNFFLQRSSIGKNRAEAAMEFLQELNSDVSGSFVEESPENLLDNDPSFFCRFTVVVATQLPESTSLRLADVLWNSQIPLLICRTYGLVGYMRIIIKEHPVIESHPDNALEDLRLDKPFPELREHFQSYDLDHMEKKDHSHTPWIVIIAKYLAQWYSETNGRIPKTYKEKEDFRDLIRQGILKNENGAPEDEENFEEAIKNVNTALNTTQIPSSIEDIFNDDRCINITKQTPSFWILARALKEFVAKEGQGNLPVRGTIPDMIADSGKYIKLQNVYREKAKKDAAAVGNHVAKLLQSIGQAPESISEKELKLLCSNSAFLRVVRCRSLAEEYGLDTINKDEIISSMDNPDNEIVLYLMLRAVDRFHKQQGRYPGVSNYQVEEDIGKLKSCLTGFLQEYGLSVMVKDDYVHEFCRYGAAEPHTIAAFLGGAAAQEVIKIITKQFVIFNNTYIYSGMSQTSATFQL
# Rpn11 inh: Rpn11 (PSMD14) deubiquitinase inhibitors, primary screen, biochemical, fluorescence polarization, uHTS; 26S proteasome non-ATPase regulatory subunit 14 (Homo sapiens), O00487; human 26S proteasome, Ub4-pepOG fluorescence polarization; 20S core pre-blocked with epoxomicin; calls only at 20 µM; 0.59% of 360,000 active; AID 588493, 2011;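 active = inhibition at 20 µM, scaled to each plate's controls, above about 33%, limit read from the data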
# Target sequence (O00487 whole entry, looked up): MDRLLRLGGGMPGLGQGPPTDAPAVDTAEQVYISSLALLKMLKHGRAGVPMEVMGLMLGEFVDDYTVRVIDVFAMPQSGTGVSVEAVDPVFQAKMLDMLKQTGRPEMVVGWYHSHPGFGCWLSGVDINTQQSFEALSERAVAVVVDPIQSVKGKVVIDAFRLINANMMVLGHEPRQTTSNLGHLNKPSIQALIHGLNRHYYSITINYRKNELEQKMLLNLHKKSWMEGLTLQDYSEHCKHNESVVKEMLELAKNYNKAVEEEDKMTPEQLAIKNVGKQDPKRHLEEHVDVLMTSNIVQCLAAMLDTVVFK
# MLLE-PAM2 inh: inhibitors of PABP1 MLLE–PAM2 peptide binding, primary screen, biochemical, fluorescence polarization, FITC-PAM2, GST-MLLE; Polyadenylate-binding protein 1 (Homo sapiens), P11940; inhibition, % at 20 µM; 0.36% of 360,000 active; AID 588489, 2011; in the data active = inhibition above about 35%, passing the limit was not always enough;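 also: plate controls were DMSO wells with GST-MLLE for no effect and wells lacking GST-MLLE protein for full effect; some results filed as inactive read as strong as hits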
# The depositor's hits bear a star; i = inactive; / = not tested or not shown; + = active, no number.
# The line under a structure holds: FAS TE block	SKN-1 block	MT1-MMP act inh	CSN deneddyl inh	NadD block	Rin1-Abl PPI inh	Neddyl block	Rpn11 inh	MLLE-PAM2 inh
Cc1ccc(Cl)cc1N1CCN(C(=O)c2ccc(NS(=O)(=O)c3c(C)noc3C)cc2)CC1
  13	-2	6	0	23	3	i	i	12
C#CC(C)OC(=O)Nc1cnccc1C(F)(F)F (centres undefined)
  -5	5	3	98	-3	0	i	i	-2
CCCCC(=O)Nc1ccc(NC(=O)C2CC2)nc1
  -10	-22	-1	2	-4	1	i	i	0
CC12COC3(C(=O)Nc4nccs4)CC1CCC32C (centres undefined)
  -5	10	0	-2	-4	5	i	i	-3
Cc1cc(OCC(=O)N(C(C)C)C(C)C)cc(C)c1Br
  5	1	-5	-1	-6	3	i	i	6
NS(=O)(=O)c1ccc(NC(=O)CSc2nc3ccccc3nc2N2CCOCC2)cc1
  0	5	-4	5	4	2	i	i	20
COC(=O)/C(C#N)=C/c1c(Oc2cc(C)cc(C)c2)nc2c(C)cccn2c1=O
  -5	6	-13	-2	-2	-2	i	i	-1
O=C(Nc1ccccc1Oc1ccsc1C(=O)O)c1ccccc1F
  -6	-4	1	0	-6	-2	i	i	-4
COc1cccc(CNCC(O)(c2ccc(Cl)cc2)c2ccc(Cl)cc2)c1
  25	17	-8	5	-5	-3	i	i	2
O=C(O)c1c2c(nc3ccccc13)/C(=C/c1c(F)cccc1F)CCC2
  -7	20	1	-4	-4	3	i	i	13
CCN1CCN(C(=O)C2CCN(S(=O)(=O)c3cc(Cl)ccc3Cl)CC2)CC1
  -3	-4	2	1	-7	0	i	i	2
CCOC(=O)c1ccc(NC(=O)CCn2nnc3ccccc32)cc1
  2	-3	-1	0	-1	0	i	i	2
CN(c1ccccc1C(=O)N1CCN(c2ccccc2F)CC1)S(=O)(=O)c1ccccc1
  6	-2	3	-3	1	2	i	i	5
COc1ccccc1N1CCN(C(=O)C(Cc2ccccc2)NC(=O)C2CCCCC2)CC1 (centres undefined)
  1	0	-5	-1	-2	-1	i	i	5
O=c1c2c(nc3c(-c4cccc(Br)c4)c[nH]n13)CCCC2
  6	-7	0	-4	18	-4	+	i	-22
CCCSc1oc(-c2ccco2)nc1S(=O)(=O)c1ccc(C)cc1
  30	7	-3	5	-5	-2	i	i	-16
CCCCN(CCCNC(=O)c1ccc(CS(=O)(=O)c2ccc(OC)cc2)o1)Cc1ccccc1
  -3	1	-1	-4	-2	1	i	i	7
COCCCNC(=O)CNC(=S)N(Cc1ccc(F)cc1)C1CCCCC1
  -4	4	-2	4	-3	-3	i	i	-127
C/C(=N\NC(=O)Cc1c(C)[nH][nH]c1=O)c1ccc(Cl)c(Cl)c1
  -5	2	2	3	-2	-2	i	i	-13
O=C(O)CCC(=O)N1CCC(n2nnc3cc(C(F)(F)F)ccc32)CC1
  -5	-3	2	-5	-1	-6	i	i	-1
N=c1n(CCOc2ccccc2)c2ccccc2n1CCN1CCOCC1
  -8	-10	2	-2	0	1	i	i	-4
CC1(CCc2ccccc2)NC(=O)N(CC(=O)Nc2ccc(OC(F)F)cc2)C1=O (centres undefined)
  9	-1	2	0	-4	3	i	i	9
O=C(NNc1ccccc1)C(=O)NNS(=O)(=O)c1ccc([N+](=O)[O-])cc1
  26	-10	0	0	-7	0	i	i	-6
CC1CCN(c2c(NCc3ccc(C(=O)NCc4ccccc4)cc3)c(=O)c2=O)CC1
  2	-6	3	3	2	-3	i	i	-1
CC(C)(C)NC(=O)CSc1ccc(C(C)(C)C)cc1
  -1	-13	1	-1	-3	3	i	i	1
O=S(=O)(c1ccc(Cl)cc1)N1CCn2c1nc1ccccc12
  -2	20	-1	3	3	4	i	i	4
COc1ccc(S(=O)(=O)N2CCOCC2)cc1NS(=O)(=O)/C=C/c1ccccc1
  -6	6	7	0	0	0	i	i	1
Cc1ccc(S(=O)(=O)N2CCOCCOCCOCCOCCOCC2)cc1
  -6	-1	-2	-3	-5	-3	i	i	7
CCN(CC)C(=O)Cn1cc(C(=O)C(=O)Nc2ccc3c(c2)OCO3)c2ccccc21
  10	-8	7	-1	2	0	i	i	1
COc1ccc(NC(=O)CN(C)C(=O)c2cc(-c3ccncc3)nc3ccccc23)cc1
  2	-6	1	-3	3	-4	i	i	2

# Quoted at random: five records from the list.
# The line under a structure holds: FAS TE block	SKN-1 block	MT1-MMP act inh	CSN deneddyl inh	NadD block	Rin1-Abl PPI inh	Neddyl block	Rpn11 inh	MLLE-PAM2 inh
CC1CCN(c2c(NCc3ccc(C(=O)NCc4ccccc4)cc3)c(=O)c2=O)CC1
  2	-6	3	3	2	-3	i	i	-1
CC12COC3(C(=O)Nc4nccs4)CC1CCC32C (centres undefined)
  -5	10	0	-2	-4	5	i	i	-3
CN(c1ccccc1C(=O)N1CCN(c2ccccc2F)CC1)S(=O)(=O)c1ccccc1
  6	-2	3	-3	1	2	i	i	5
CCCCN(CCCNC(=O)c1ccc(CS(=O)(=O)c2ccc(OC)cc2)o1)Cc1ccccc1
  -3	1	-1	-4	-2	1	i	i	7
COc1cccc(CNCC(O)(c2ccc(Cl)cc2)c2ccc(Cl)cc2)c1
  25	17	-8	5	-5	-3	i	i	2

# Continuation.
# The line under a structure holds: FAS TE block	SKN-1 block	MT1-MMP act inh	CSN deneddyl inh	NadD block	Rin1-Abl PPI inh	Neddyl block	Rpn11 inh	MLLE-PAM2 inh
CCCCCNC(=O)C(c1ccc(OC)cc1)n1c(=O)c(-c2ccccc2)nc2ccccc21 (centres undefined)
  /	11	-11	1	/	/	i	/	/
C#CCNC(=O)C1=C[C@@H](c2cn(C(C)=O)c3ccccc23)C[C@@H](OCc2ccc(CO)cc2)O1
  -8	18	3	-1	-1	3	i	i	-34
O=S(=O)(c1cccc2nsnc12)N1CCCC1
  -4	-5	-5	2	-5	-1	i	i	12
O=C(CC[C@H]1O[C@@H](n2cnc3c(NC(=O)c4ccccc4)ncnc32)[C@H](O)[C@@H]1O)NCC(c1ccccc1)c1ccccc1
  -1	-6	1	-6	-6	0	i	i	3
Cn1c(=O)c2c(ncn2Cc2nnc(N)s2)n(C)c1=O
  -6	13	2	2	9	4	i	i	-6
OC[C@@H]1CN(CCc2ccccc2)C[C@H](n2cnc3c(N4CCOCC4)ncnc32)O1
  -8	6	3	3	1	0	i	i	11
COC(=O)c1ccc(Cn2nc(C(F)(F)F)cc2C)cc1
  1	-15	0	1	6	1	i	i	1
CCOC(=O)C1=C(C)NC(=O)NC1c1ccc(OCC(=O)Nc2ccccc2)c(OC)c1 (centres undefined)
  9	13	0	3	3	-1	i	i	7
CCC/C(=N/NC(=O)c1csc(C)c1C)c1ccc(Cl)s1
  -6	-18	0	0	-1	-5	i	i	6
Cc1c(C(=O)Nc2ccc(Cl)cc2)c2ccccn2c1CCc1ccncc1
  15	14	-17	6	5	0	i	i	-38
CN(C)S(=O)(=O)c1cccc(NC(=O)NCCCl)c1
  -4	8	0	-2	1	-6	i	i	17
COc1ccc(CNCc2ccc(F)cc2)c(OC)c1
  -5	8	-2	4	-9	-1	i	i	-15
Cn1c(=O)oc2cc(S(=O)(=O)N3CCCC(C(=O)NC4CCCc5ccccc54)C3)ccc21 (centres undefined)
  10	3	-29	0	2	-2	i	i	6
Cc1ccccc1OC(=O)CCC(=O)OCCCC(F)(F)C(F)(F)F
  10	-7	1	0	-6	0	i	i	-3
COc1cc(C[C@@H]2C(=O)OC[C@H]2Cc2ccc(OC)c(OC)c2)ccc1O
  -6	1	18	-3	-2	0	i	i	7
CC(/C=C1\SC(=S)N(CC(=O)O)C1=O)=C\c1ccccc1
  3	8	-2	4	3	-2	i	i	11
Cc1ccc(S(=O)(=O)N(C)CC(=O)N2CC(C)OC(C)C2)cc1 (centres undefined)
  -7	3	1	-1	0	0	i	i	-8
Cc1nc(N/C(N)=N/S(=O)(=O)c2ccc([N+](=O)[O-])cc2)nc2ccccc12
  26	14	0	-3	1	0	i	i	7
CN(c1ccc(OCC(=O)N2CCOCC2)cc1)S(=O)(=O)c1ccc(F)cc1
  -4	-8	3	-1	-3	-2	i	i	-6
O=C(CCCNC(=O)c1ccc(Cl)cc1)NCc1ccccc1Cl
  -1	-2	-1	2	-10	0	i	i	9
CCN(CC)S(=O)(=O)c1ccc(N2CCOCC2)c(NC(=O)C2=COCCO2)c1
  -4	-16	2	3	-1	0	i	i	-6
Cc1cc(C)c2c(c1)c1nnc(SCCN3CCCCC3)nc1n2C
  0	-7	6	-1	7	-5	i	i	27
Cc1cc(C)n2nc(C(=O)OCC(=O)N(C)CC(=O)Nc3ccc(F)cc3)nc2n1
  -5	14	0	-2	-1	-1	i	i	-5
NC(=S)N/N=C1/CCSc2ccc3ccccc3c21
  -2	12	-10	2	30	-4	i	i	9
COc1ccc(/C=N/NC(=O)c2cc(C)on2)c2ccccc12
  0	-12	0	1	3	1	i	i	-7
CN(CC(=O)Nc1cc(C(F)(F)F)ccc1-n1cncn1)Cc1nc2ccccc2c(=O)[nH]1
  10	6	-3	0	7	0	i	i	-5

# Among those listed so far, these contain two or more sulfur atoms.
# The line under a structure holds: FAS TE block	SKN-1 block	MT1-MMP act inh	CSN deneddyl inh	NadD block	Rin1-Abl PPI inh	Neddyl block	Rpn11 inh	MLLE-PAM2 inh
NS(=O)(=O)c1ccc(NC(=O)CSc2nc3ccccc3nc2N2CCOCC2)cc1
  0	5	-4	5	4	2	i	i	20
CCCSc1oc(-c2ccco2)nc1S(=O)(=O)c1ccc(C)cc1
  30	7	-3	5	-5	-2	i	i	-16
COc1ccc(S(=O)(=O)N2CCOCC2)cc1NS(=O)(=O)/C=C/c1ccccc1
  -6	6	7	0	0	0	i	i	1
O=S(=O)(c1cccc2nsnc12)N1CCCC1
  -4	-5	-5	2	-5	-1	i	i	12
CCC/C(=N/NC(=O)c1csc(C)c1C)c1ccc(Cl)s1
  -6	-18	0	0	-1	-5	i	i	6
CC(/C=C1\SC(=S)N(CC(=O)O)C1=O)=C\c1ccccc1
  3	8	-2	4	3	-2	i	i	11
NC(=S)N/N=C1/CCSc2ccc3ccccc3c21
  -2	12	-10	2	30	-4	i	i	9
